Assay outcomes: PubChem BioAssay, The Scripps Research Institute Molecular Screening Center
GPR151 ag: human GPR151 activation | 1% of 650,000 active | activation, % at 11.2 µM | Q8TDV0 | PathHunter beta-arrestin GPR151 cells, luminescence; in the data active means activation above about 4.9%;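 further: 0% = median of compound wells and 100% = cells with positive control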
Target sequence (Q8TDV0 whole entry, looked up): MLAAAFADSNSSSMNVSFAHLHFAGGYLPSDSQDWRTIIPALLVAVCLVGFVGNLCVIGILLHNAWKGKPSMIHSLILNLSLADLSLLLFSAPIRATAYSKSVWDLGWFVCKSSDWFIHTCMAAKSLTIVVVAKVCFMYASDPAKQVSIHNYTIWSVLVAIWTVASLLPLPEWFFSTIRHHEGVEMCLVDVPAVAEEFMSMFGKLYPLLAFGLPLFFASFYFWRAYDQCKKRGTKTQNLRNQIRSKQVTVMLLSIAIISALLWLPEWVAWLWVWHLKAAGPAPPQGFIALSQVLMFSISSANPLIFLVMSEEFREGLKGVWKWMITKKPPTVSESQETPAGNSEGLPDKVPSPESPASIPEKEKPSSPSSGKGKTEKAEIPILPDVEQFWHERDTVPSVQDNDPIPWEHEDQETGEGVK
FBW7 act: human FBW7 E3 ligase activation, primary screen. Q969H0. AlphaScreen FBW7–phospho-cyclin E peptide binding, activator screen. normalized activity (activation), % at 26.1 µM. 0.13% of 650,000 active. AID 1259310; in the data active means normalized activity above about 1.9%;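 further: purified mutant Fbw7 with reduced substrate affinity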
Target sequence (Q969H0 whole entry, looked up): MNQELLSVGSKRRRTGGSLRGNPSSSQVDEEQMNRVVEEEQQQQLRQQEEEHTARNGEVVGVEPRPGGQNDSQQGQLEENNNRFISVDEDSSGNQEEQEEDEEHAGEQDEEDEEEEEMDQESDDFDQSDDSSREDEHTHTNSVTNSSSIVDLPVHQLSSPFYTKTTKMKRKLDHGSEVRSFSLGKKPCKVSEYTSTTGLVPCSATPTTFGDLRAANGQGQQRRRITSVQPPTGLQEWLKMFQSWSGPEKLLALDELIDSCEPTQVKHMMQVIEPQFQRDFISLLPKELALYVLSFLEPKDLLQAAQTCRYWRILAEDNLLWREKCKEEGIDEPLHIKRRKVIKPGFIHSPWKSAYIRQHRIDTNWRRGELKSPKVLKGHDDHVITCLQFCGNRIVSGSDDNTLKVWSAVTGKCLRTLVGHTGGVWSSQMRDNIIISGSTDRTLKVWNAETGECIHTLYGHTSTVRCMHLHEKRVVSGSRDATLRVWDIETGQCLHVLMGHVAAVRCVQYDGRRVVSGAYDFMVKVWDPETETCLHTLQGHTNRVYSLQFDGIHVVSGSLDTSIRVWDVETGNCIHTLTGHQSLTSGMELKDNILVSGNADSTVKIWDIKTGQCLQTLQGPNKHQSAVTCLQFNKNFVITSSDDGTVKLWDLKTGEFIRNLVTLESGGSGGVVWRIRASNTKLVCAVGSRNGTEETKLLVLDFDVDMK
MITF primary: human MITF inhibition, primary screen. inhibition, % at 2.6 µM. O75030. 0.91% of 650,000 active. AlphaScreen MITF homodimerization, bead proximity signal; in the data active means inhibition above about 50%;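 further: 0% = vehicle wells with protein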
TEAD-YAP block: TEAD-YAP interaction inhibition | HEK-TIYL cells, TEAD-Gal4/YAP UAS-luciferase luminescence | inhibition, % at 9.12 µM | AID 1259422 | 1.4% of 640,000 active; in the data active means inhibition above about 32%;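 further: 0% = median of test compound wells and 100% = reference inhibitor wells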
The depositor's hits bear a star.

SMILES	GPR151 ag	FBW7 act	MITF primary	TEAD-YAP block
COc1ccccc1OCC(=O)N1CCc2ccccc21	1.1	-0.2	1	-19
O=C(Cn1cnc2c(nnn2-c2ccc(F)cc2)c1=O)c1ccc(Cl)cc1	1.5	0.1	-2	10
CCOC(=O)CS(=O)(=O)c1ccc(C(=O)NC(CC)Cc2ccccc2)cc1[N+](=O)[O-] (centres undefined)	-0.8	-0.2	2	-24
c1ccc(CCNc2ncnc3c2c(-c2ccccc2)cn3-c2ccccc2)cc1	0.1	-0.1	10	7
O=S(=O)(NCCc1csc(-c2ccccc2)n1)c1ccc(Br)cc1	-0.2	-0.1	-14	-4
O=C(CSCc1ccccc1Br)NNC(=S)NCc1ccco1	-1.2	0.1	18	6
CC(C)(C)NC(=O)NC(=O)CSc1nncs1	-1.1	-0.1	-1	3
COc1ccc(C(=O)NCc2ccco2)cc1S(=O)(=O)N1CCOCC1	0.9	0.1	12	-10
CC(C)(C)c1ccc(OCC(=O)Nc2ccc(NC(=O)c3ccco3)cc2)cc1	0.4	-0.2	-6	-16
COCC(C)n1c(C)cc(-c2csc(Nc3ccccc3OC)n2)c1C (centres undefined)	0.4	0.0	10	-6
Cc1ccn(C2CC(=O)N(c3ccc(Cl)cc3)C2=O)n1 (centres undefined)	3.6	0.0	2	-1
O=C(NC1CCCC1)c1ccc2c(=O)n(CC3CCCO3)c(=S)[nH]c2c1 (centres undefined)	-0.2	0.2	4	2
Cc1cc(O)ccc1N1C(=O)c2cccc3cc([N+](=O)[O-])cc(c23)C1=O	-1.0	-0.4	-3	0
CCN(c1ccccc1)c1cc(N2CCCCC2)c2nonc2c1[N+](=O)[O-]	-0.4	-0.2	3	-1
CCOc1ccccc1NC(=O)c1nnn(CC(=O)Nc2ccc(C)cc2C)c1N	0.6	0.1	-17	6
COc1ccc(OC)c(C2C(C(=O)Nc3cccc(C)n3)=C(C)NC3=C2C(=O)CC(C)(C)C3)c1 (centres undefined)	-0.4	-0.1	-1	-2
Cc1cc(Cl)c(S(=O)(=O)N2CC(C)OC(C)C2)cc1OCC(N)=O (centres undefined)	1.1	-0.1	-2	5
Cc1cc(-c2nnc(NC(=O)C(c3ccccc3)c3ccccc3)o2)nn1C	0.1	-0.9	2	12
CCc1ccc(-c2csc(NC(=O)c3cc4ccccc4cc3OC)n2)cc1	0.6	0.1	9	12
O=C(CCCC(=O)Nc1cccc(Cl)c1)Nc1cccc(Cl)c1	-0.1	0.6	0	-7
Cn1nnnc1SCCNCc1ccncc1	-0.4	-0.1	18	-1
CCOC(=O)c1ccc(N2C(=O)CC(Sc3ncccc3C(=O)O)C2=O)cc1 (centres undefined)	3.3	0.0	11	2
COc1ccc(C)cc1S(=O)(=O)Nc1ccccc1Br	-0.2	0.5	13	5
Cc1ccc(NC(=O)/C(C#N)=C/c2c(Oc3ccccc3F)nc3ccccn3c2=O)cc1	-0.4	0.7	12	2
O=C(COc1ccc(Cl)cc1)Nc1nnc(-c2ccc(Cl)s2)o1	1.2	0.0	-2	-8
CCCNc1nc(N2CCN(Cc3ccc4c(c3)OCO4)CC2)nc2c1ncn2CCN1CCCC1=O	-0.9	-0.1	2	-4
COc1ccc(/C(C)=N/NC(=O)c2cccs2)c(OC)c1	-2.8	0.0	3	-46
O=C(Oc1ccccc1)c1ccc2nc(-c3ccccc3)c(-c3ccccc3)nc2c1	0.8	0.0	-8	11
CN1CCN(C(=O)c2ccc(-c3nc(C(=O)NCCN4CCOCC4)cs3)cc2)CC1	1.1	0.6	10	8
O=C(N1CCN(c2ccccc2F)CC1)n1ccnc1	-1.7	0.3	2	9
CC(C)(C)NS(=O)(=O)c1ccc(C(C)(C)C)cc1	-0.5	0.0	-9	-6
Cc1ncn(-c2ccc(Nc3nccc(-c4cc(F)cc(-c5ccnn5C)c4)n3)cc2)n1	0.0	-0.4	12	-3
COc1ccc2c(c1)OC(C)CN(C(=O)c1cccc3c(C)c(C)[nH]c13)C2 (centres undefined)	0.0	0.1	7	4
N#CCn1cnc2ccccc2c1=O	0.1	0.0	1	2
CCC(=O)Nc1ccc2nc(SCc3c(C)cc(C)c(C(C)=O)c3C)sc2c1	-0.7	0.1	15	0
CNS(=O)(=O)c1cccc(C(=O)OCC(=O)Nc2ccc(C(N)=O)cc2)c1	0.2	-0.1	4	13
O=C(NCCc1ccccc1F)C1CC(=O)N(c2ccc(Br)cc2)C1 (centres undefined)	0.6	0.0	5	12
N#Cc1c(-c2ccco2)nc(SCC(=O)Nc2nc(-c3ccccc3)cs2)[nH]c1=O	0.6	0.1	11	-3
COC(=O)c1c(-c2ccccc2)csc1NC(=O)CSc1nnc2sc3ccccc3n12	-1.4	0.0	13	2
O=C(CCc1ccccc1)Nc1nnc(-c2ccc3c(c2)OCCO3)o1	-2.3	-0.2	2	-5
Cc1cc(C(=O)NC(=S)Nc2ccc(I)cn2)ccc1[N+](=O)[O-]	-0.1	-0.1	-18	-13
CC(=O)Nc1ccc(NC(=O)c2cnc(Nc3ccc(-n4ccnc4)cc3)s2)cc1	-1.0	0.1	16	-5
COC(=O)c1c(C)oc2ccc(OCc3ccccc3F)cc12	-1.6	0.1	3	0
COC(=O)c1cc(OC)c(NC(=S)NC(=O)c2cc(OC)c(OC)c(OC)c2)cc1Cl	1.4	0.0	6	9
CCOC(=O)C1(Cc2ccccc2)CCN(Cc2c(C)nn(C)c2Cl)CC1	0.5	-0.1	-3	-4
Cc1nc(NCCNC(=O)Nc2cccc(F)c2C)cc(N(C)C)n1	1.9	0.0	3	-1
CCCCOc1ccccc1NC(=O)CC1Nc2cc(C)c(C)cc2NC1=O (centres undefined)	0.4	-0.2	6	-6
COCCNC(=O)c1cccc2c1C(=O)N(C1CCCCC1)C2	0.4	-0.1	2	-1

13 structures already listed, ordered by molecular weight, largest number first:
SMILES	GPR151 ag	FBW7 act	MITF primary	TEAD-YAP block
COC(=O)c1c(-c2ccccc2)csc1NC(=O)CSc1nnc2sc3ccccc3n12	-1.4	0.0	13	2
COC(=O)c1cc(OC)c(NC(=S)NC(=O)c2cc(OC)c(OC)c(OC)c2)cc1Cl	1.4	0.0	6	9
Cc1cc(C(=O)NC(=S)Nc2ccc(I)cn2)ccc1[N+](=O)[O-]	-0.1	-0.1	-18	-13
N#Cc1c(-c2ccco2)nc(SCC(=O)Nc2nc(-c3ccccc3)cs2)[nH]c1=O	0.6	0.1	11	-3
CCC(=O)Nc1ccc2nc(SCc3c(C)cc(C)c(C(C)=O)c3C)sc2c1	-0.7	0.1	15	0
O=C(NCCc1ccccc1F)C1CC(=O)N(c2ccc(Br)cc2)C1 (centres undefined)	0.6	0.0	5	12
CNS(=O)(=O)c1cccc(C(=O)OCC(=O)Nc2ccc(C(N)=O)cc2)c1	0.2	-0.1	4	13
CCOC(=O)C1(Cc2ccccc2)CCN(Cc2c(C)nn(C)c2Cl)CC1	0.5	-0.1	-3	-4
CCCCOc1ccccc1NC(=O)CC1Nc2cc(C)c(C)cc2NC1=O (centres undefined)	0.4	-0.2	6	-6
COc1ccc2c(c1)OC(C)CN(C(=O)c1cccc3c(C)c(C)[nH]c13)C2 (centres undefined)	0.0	0.1	7	4
O=C(CCc1ccccc1)Nc1nnc(-c2ccc3c(c2)OCCO3)o1	-2.3	-0.2	2	-5
Cc1nc(NCCNC(=O)Nc2cccc(F)c2C)cc(N(C)C)n1	1.9	0.0	3	-1
COC(=O)c1c(C)oc2ccc(OCc3ccccc3F)cc12	-1.6	0.1	3	0

New compounds follow.
SMILES	GPR151 ag	FBW7 act	MITF primary	TEAD-YAP block
COCCNC(=O)C1CCN(c2nc3ccccc3n3cccc23)CC1	0.9	-0.1	-2	-5
CC1=C(C(=O)Nc2ccccc2)C(c2ccccc2)C(C#N)=C(SCC(=O)Nc2cccc(C)c2C)N1 (centres undefined)	0.6	0.5	25	10
COc1ccc(-n2ncc3c(SCC(=O)OC(C)C)ncnc32)cc1	-2.9	0.0	15	1
Cn1c(SCC(=O)Nc2ccccc2)nc2c(c1=O)SCC2	0.5	-0.2	-4	8
O=C(c1ccncc1)N1N=C(C(F)(F)F)CC1(O)c1cccc([N+](=O)[O-])c1 (centres undefined)	-0.5	1.4	-10	14
CC1(C)OC2C(CO)OC(n3ncc(=O)[nH]c3=O)C2O1 (centres undefined)	-2.0	1.0	-8	-16
CCOC(=O)c1c(NC(=O)c2cc3cc(Br)ccc3oc2=O)sc2c1CCC2	-0.2	-0.1	-5	-3
Cc1cccc(Cn2ccn(-c3cccc(Cl)c3)c(=O)c2=O)c1	0.1	0.0	-13	51*
CC(C)N(C(=O)CO[C@@H]1[C@H]2OC(C)(C)O[C@H]2O[C@@H]1C1COC(C)(C)O1)c1ccccc1 (some centres undefined)	-1.2	0.0	2	1
O=C(NC(=S)Nc1ccc(Br)cn1)c1cccs1	0.3	0.1	3	-59
COCCN1C(=O)/C(=C\c2c(N3CCOCC3)nc3c(C)cccn3c2=O)SC1=S	1.9	0.0	-3	4
O=C(Nc1nnc(CCS(=O)(=O)c2ccc(Br)cc2)s1)c1ccc(Br)cc1	1.0	-0.1	2	12
CCC(C(=O)O)N1C(=O)/C(=C\c2cccc(F)c2)SC1=S (centres undefined)	0.0	-0.1	-3	-5
O=C(Cc1cccs1)NCC(c1ccco1)N1CCN(c2ccc(F)cc2)CC1 (centres undefined)	2.0	-0.1	2	6
COc1ccccc1N1CCN(C(=O)/C=C/c2ccccc2Cl)CC1	-0.3	0.2	14	4
Cc1noc(C)c1C(=O)NCCc1ccccc1	1.5	0.1	10	-3
CCCCn1c(C23CC4CC(CC(C4)C2)C3)cn2c3c(=O)n(C)c(=O)n(C)c3nc12	-0.2	0.0	2	1
O=C(NCCc1ccccc1)c1c2c(nc3ccccc13)CCCC2	-2.4	0.4	14	-2
Cc1ccc(S(=O)(=O)CC2CSc3nc(N)cc(=O)n32)cc1 (centres undefined)	0.4	0.2	2	1
N#CCOc1ccc(-c2ccccc2)cc1	-0.7	0.7	-10	29
CCN(C(=O)COC(=O)c1[nH]c(=O)[nH]c(=O)c1N)c1cccc2ccccc12	1.7	-1.0	23	3
O=C(NC1CCCCC1)C12CC3CC(CC(Cl)(C3)C1)C2	-0.6	0.0	3	-5
COc1ccc(C2N3CC4(C(C)C)CN2CC(C(C)C)(C3)C4=O)cc1 (centres undefined)	-0.9	-0.1	-2	-1
CCOC(=O)N1CCc2c(sc3c2C(=O)NC(c2ccc(C)cc2)N3)C1 (centres undefined)	0.1	-0.1	-2	-7
CN(C)S(=O)(=O)c1ccc(C(C)(C)C)cc1	0.2	0.5	2	-4
Cc1cccc(C)c1OCC(=O)Nn1c(=O)[nH]c2ccccc2c1=O	2.2	0.4	10	4
COc1ccc(OCC(=O)Nc2ccc(S(=O)(=O)Nc3nccs3)cc2)cc1	-0.6	-0.1	7	0
Cc1cc(O)ccc1N/C=C/C(=O)c1ccccc1	-2.5	-0.1	-5	74*
CCOc1cccc(CN2CCC(C(=O)N3CCN(c4ccccc4F)CC3)CC2)c1O	-1.3	0.4	47	8
CC1=C(C(=O)Nc2ccc(Cl)cc2)C(c2ccc(O)cc2)NC(=O)N1 (centres undefined)	0.0	0.0	-1	-6
Cc1ccc(-n2c(NCCO)nc3sc4c(c3c2=O)CCCC4)cc1	2.1	-0.1	-3	-12
CC1=NN(c2ccccc2)C(=O)/C1=C\c1ccc(Br)c([N+](=O)[O-])c1	1.7	-0.6	8	-13
Cc1ccc(-n2c(=O)[nH]cc(C(=O)Nc3cccc(C)c3C)c2=O)cc1C	-2.0	0.0	0	-1
COc1cccc(C2C(C(=O)Nc3nc4ccccc4s3)=C(C)NC3=C2C(=O)CC(C)(C)C3)c1 (centres undefined)	-1.1	0.3	6	6
Cc1cccc(C(=O)NCC(c2cccs2)S(=O)(=O)c2cccs2)c1 (centres undefined)	-0.7	0.0	3	3
CCc1ccccc1-n1c(SCC(=O)Nc2ccc(OC)cc2OC)nc2n[nH]c(C)c2c1=N	0.2	0.1	7	9
CCOC(=O)c1cccc(-c2ccc(/C=C3\C(=O)N(c4cccc(C(F)(F)F)c4)N=C3C)o2)c1	-0.2	-0.1	9	-1
O=C(CCN1C(=O)C2CCCCC2C1=O)Oc1ccc(F)cc1 (centres undefined)	-0.7	-0.1	-3	-5
Cc1cc(C)n(/N=C\c2ccccc2O)c(=O)c1C(N)=O	-0.7	-0.2	-5	-5
Cc1cccn2c(CN(C)CC(C)CN3CCCC3)c(C(=O)N3CCOCC3)nc12 (centres undefined)	-1.1	0.0	-17	-13
Cc1ccc2[nH]c(=O)c(CN(Cc3ccccc3)C(=O)N(C)C)cc2c1	0.0	0.3	-4	-3
C=CCNS(=O)(=O)CC12CCC(CC1=O)C2(C)C (centres undefined)	-1.8	-0.1	-12	-3
CCOC(=O)C1=C(C)N=c2s/c(=C\c3ccc(-c4ccccc4[N+](=O)[O-])o3)c(=O)n2C1c1ccc(F)cc1 (centres undefined)	-0.1	0.1	22	7
O=C(NCc1nc(-c2cccnc2)n[nH]1)Nc1ccc(Cl)cc1C(F)(F)F	0.1	0.1	-4	6
Cc1ccc(C(=O)Nc2c(C)cccc2C(=O)O)cc1C	0.8	-0.1	1	-3
CCOCCCNC(=O)CSCc1c(F)cccc1Cl	-0.6	0.1	19	4
CCOC(=O)Cn1cnc2c(cnn2-c2ccc(OC)cc2)c1=O	0.5	0.0	0	-37
COc1ccc(C2CC(C(F)(F)F)n3nc(C(=O)NCc4ccccc4)cc3N2)cc1OC (centres undefined)	-1.0	-0.1	3	9
CCCOc1ccccc1/C=C1/Oc2ccc(C(=O)OC)cc2C1=O	-0.5	0.2	0	2
CCOc1cc(C=C2C(=O)OC3(CCCCC3)OC2=O)ccc1OC	-0.2	-0.1	7	4
